# Compound activity (PubChem)
# FN deposition inh: fibronectin deposition inhibition; inhibition, % at 12.6 µM; actives 0.086% (n = 350,000); AH1F fibroblasts, Alexa488-fibronectin deposition fluorescence, overnight; AID 743247;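 active = mean inhibition across replicates of 30% or more, regardless of how many single replicates reach that level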;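 note: positive control wells lacked labelled fibronectin entirely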
#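 Schedule: 1 h cell adhesion before compound, then overnight fibronectin incubation; test system: AH1F fibroblast monolayer depositing Alexa488-labelled fibronectin into matrix; quantity: 10000 AH1F cells per well; probe or stimulus: fluorescent fibronectin at 24 nM final; signal: fluorescence, ex 485 nm, em 525 nm; evaluation: percent inhibition as loss of matrix-bound fibronectin fluorescence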
# PglD inh: inhibitors of Campylobacter jejuni PglD acetyltransferase | purified PglD enzyme, DTNB colorimetric CoA detection | AID 602405 | inhibition, % at 12.5 µM | actives 0.098% (n = 360,000); in the data active = inhibition above about 16%, passing the limit was not always enough; note: strong numbers were not always called active
# F508del corr: CFTR F508del correction in bronchial cells | activity (quench increase), % at 7.58 µM | actives 0.36% (n = 350,000) | CFBE cells, YFP halide quenching; stimulated with forskolin plus potentiator P3; % fluorescence drop versus neutral controls;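 active = mean added fluorescence quench of at least 8% versus neutral control, with both replicates also reaching 8%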;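 note: cells transiently co-express mutant CFTR-F508del with the halide-sensitive YFP; corrector assay measuring rescue of mutant channel to the surface after 24 h compound exposure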
# INS-1E GSIS act: GLuc luminescence reporter in INS-1E cells, primary screen for activators of glucose-dependent secretion of insulin. actives 0.61% (n = 370,000). activation, % at 16.6 µM. INS-1E GLuc reporter insulin secretion, 2-3 h. AID 743287;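 active = lowest replicate activation of at least 40%, so every replicate reaches that level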;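 note: 0% = median of neutral control wells and 100% = median of IBMX positive control wells; some compounds called inactive have numbers as strong as hits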
# PGC1a acetyl inh: PGC1a acetylation modulation, inhibitor mode; U2OS PGC1a acetylation, AlphaScreen anti-acetyl-lysine; with virally co-expressed GCN5 acetyltransferase; inhibition, % at 15.6 µM; actives 0.17% (n = 350,000); AID 651687;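 active = every replicate shows inhibition of at least 40%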;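 note: 0% = neutral control wells and 100% = positive control wells; some results beyond the cut were filed as inactive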
# Cneo AK release: Cryptococcus neoformans lysis via adenylate kinase release | actives 0.2% (n = 360,000) | lysis activity, % at 15 µM | C. neoformans lysis, adenylate kinase release luminescence, 4 h; normalised: neutral wells 0, clomiphene wells 100 | AID 651654;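 active = mean lysis activity across replicates of at least 80%, whatever share of replicates individually reach that level; inactive = mean lysis activity below 80%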
#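 Assay system: log-phase C. neoformans yeast / Quantity: yeast cell density of 5 × 10^6 cells/mL / Medium: fresh YPD growth medium / Compound: single dose / Timing: static 4 h at 37 °C with compound, 1 h detection / Measured by: adenylate kinase release luminescence / Read-out: lysis from increased AK signal / Benchmarks: Clomiphene as positive lysis control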
# miR-122 sensor: miR-122 inhibition in Huh7 cells; Huh7 miR-122 Renilla luciferase sensor, 48 h; neutral wells = 0, positive control = 100; actives 0.3% (n = 340,000); activation (reporter increase), % at 12.5 µM;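 active = mean replicate activation score at least 90 and every replicate individually at or above 90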;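 note: higher luciferase means less miR-122 activity so hits act as miR-122 inhibitors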
# Statin myotox sup: suppression of simvastatin myotoxicity | C2C12 myotubes + simvastatin, ATP luminescence, 48 h; scaled: DMSO 0, geranylgeraniol control 100 | rescue of ATP level, % at 7.49 µM | actives 0.78% (n = 330,000);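 active = mean ATP rescue above about 67%, or every replicate alone reaching that limit, limit read from the data, passing the limit was not always enough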;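 note: myotubes were challenged with 10 µM simvastatin during compound exposure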
# Numbers without * were called inactive; / = no result given; [ ] = remark or other dose.
mol | PGC1a acetyl inh | Statin myotox sup | INS-1E GSIS act | FN deposition inh | Cneo AK release | miR-122 sensor | F508del corr | PglD inh
C=CC[C@H](CC(=O)N(CCO)Cc1ccccc1)C(=O)N[C@H](COC(=O)[C@@H](CC=C)CC(=O)OC(C)(C)C)Cc1ccccc1 | -11.5 | -5.8 | -17.7 | -3.0 | 3.4 | -8.7 | 1.3 | 5.9
COc1ccc(-c2c(-c3ccc(S(C)(=O)=O)cc3)sc3ccc(OC)cc23)cc1 | -23.1 | -46.3 | 1.8 | 5.4 | 0.6 | -4.1 | 2.5 | -0.1
O=C(C[C@H]1C=C[C@H](NC(=O)Nc2cccc(F)c2)[C@@H](CO)O1)NCC1CCCCC1 | 0.7 | -6.4 | 2.4 | -3.1 | 37.7 | / | -1.2 | -3.7
COc1ccc(NC(=S)N(CCCN2CCCCC2)Cc2cccs2)cc1 | / | / | 4.8 | 3.5 | -2.3 | -10.4 | / | 0.2
Cc1ccc(-c2nnc(NCc3ccccc3)c3ccccc23)cc1 | / | 5.0 | -29.0 | -18.2 | 1.2 | -10.6 | 6.0 | 2.1
Nn1c(SCC(=O)Nc2c(F)cc(F)cc2Br)nnc1C1CCCCC1 | 2.1 | -1.5 | 5.2 | -0.6 | 1.9 | 3.8 | 1.3 | -0.2
CCCOc1ccc(CCC(=O)N/N=C/c2ccncc2)cc1 | -4.6 | / | 0.7 | -8.8 | / | / | -0.1 | /
C/C=C/c1ccc([C@H]2[C@@H](CO)N(S(C)(=O)=O)[C@@H]2CN(CC)C(=O)CC)cc1 | -2.6 | 5.2 | 0.6 | -15.6 | -0.5 | 7.1[16.7 µM] | 0.2 | -0.9
Cc1cc2cc(CCNC(=O)c3ccc(S(=O)(=O)N4CCOCC4)cc3)c(=O)[nH]c2cc1C | -21.1 | 0.5 | / | / | -2.0 | -8.9 | / | -6.6
Cc1ccc(OCc2cc(C(=O)N3CCN(CC(=O)NC(C)C)CC3)no2)cn1 | 1.8 | 1.3 | -1.5 | -3.8 | -0.3 | -1.5 | 1.8 | -3.9
O=C(Cc1cccc(NC(=O)C2CCCN(C(=O)C3CCC3)C2)c1)Nc1cccc(C(=O)N2CCOCC2)c1 (stereo not drawn) | / | 2.5 | 4.0 | -4.6 | 2.1 | / | -2.8 | 1.6
CCNS(=O)(=O)c1ccc(CCC(=O)NCc2cccnc2)cc1 | 1.6 | -3.1 | 6.3 | -5.1 | 1.9 | -6.6 | -0.7 | -3.5
O=C(NCC[C@H]1CC[C@H](NS(=O)(=O)c2cccc(Cl)c2)[C@@H](CO)O1)c1cnccn1 | 8.2 | 12.9 | -3.7 | 2.8 | 1.8 | / | 0.6 | -4.3
N#CC(C#N)=C1CCc2ccccc2N1 | 2.2 | -2.0 | / | 11.3 | 0.9 | -7.1 | / | -0.6
O=C(NCC[C@@H]1CC[C@@H](NC(=O)C2CCC2)[C@@H](CO)O1)c1ccc(F)cc1 | 0.9 | -3.3 | 2.6 | -6.8 | -0.2 | / | -0.9 | 0.5
CO[C@@H]1CN(C)C(=O)c2ccc(NC(=O)Nc3ccc4c(c3)OCO4)cc2OC[C@H](C)NC[C@@H]1C | 10.3 | 7.0 | 11.7 | / | 5.6 | / | 0.7 | 2.4
CC(C)NC(=O)Nc1cccc2c1O[C@@H](CN(C)Cc1ccc(C(F)(F)F)cc1)[C@@H](C)CN([C@@H](C)CO)C2=O | 3.6 | 3.7 | -10.1 | / | -1.5 | 4.0[16.7 µM] | 1.0 | 11.4
OC[C@@H]1[C@@H](c2ccc(F)cc2)C(c2ccccc2)=NN1c1ccccc1 | -7.7 | -3.8 | -6.6 | / | 0.5 | -1.2 | -3.8 | 2.5
Cc1nn(-c2ccccc2)c2sc(C(=O)NNC(=O)COc3cccc4ccccc34)cc12 | 9.6 | -2.2 | / | / | 4.9 | -27.6 | / | 0.2
CC(=O)Nc1ccc(S(=O)(=O)N2CCSC2c2ccccc2)cc1 (stereo not drawn) | 11.0 | -13.0 | / | / | -0.3 | 0.0 | / | 2.5

# Profiles, quoted from the list. Values in the order: PGC1a acetyl inh	Statin myotox sup	INS-1E GSIS act	FN deposition inh	Cneo AK release	miR-122 sensor	F508del corr	PglD inh
# O=C(NCC[C@@H]1CC[C@@H](NC(=O)C2CCC2)[C@@H](CO)O1)c1ccc(F)cc1 across the screens: 0.9	-3.3	2.6	-6.8	-0.2	/	-0.9	0.5
# Cc1ccc(OCc2cc(C(=O)N3CCN(CC(=O)NC(C)C)CC3)no2)cn1 across the screens: 1.8	1.3	-1.5	-3.8	-0.3	-1.5	1.8	-3.9

# (more compounds)
mol | PGC1a acetyl inh | Statin myotox sup | INS-1E GSIS act | FN deposition inh | Cneo AK release | miR-122 sensor | F508del corr | PglD inh
COc1ccc(N(C)S(=O)(=O)c2c(C)[nH]c(=O)[nH]c2=O)c(OC)c1 | 3.9 | 4.1 | / | -11.1 | -0.4 | -1.9 | / | -7.8
CCCC(=O)Nc1ccc2c(c1)C(=O)N(C)[C@H]1CC[C@H](CC(=O)Nc3ccccc3OC)O[C@@H]1CO2 | -4.6 | 19.8 | -1.3 | -2.4 | 2.4 | -6.7[16.7 µM] | -2.6 | -2.6
CCOc1ccc(C2CC(c3ccc(F)cc3)Nc3nc(N)nn32)cc1 (stereo not drawn) | 7.0 | 10.3 | 11.3 | -1.1 | -1.9 | -4.2 | -0.9 | -0.4
CO[C@H](CN(C)C(=O)c1cc(Cl)cc(Cl)c1)[C@@H](C)CN(C(=O)Nc1ccc(F)cc1)[C@H](C)CO | 10.5 | 11.0 | -10.2 | -1.2 | 46.2 | / | 3.8 | 3.5
CCOCCCN(C(=O)CNC(=O)c1ccco1)C(C(=O)NC1CCCC1)c1ccccc1C (stereo not drawn) | -11.1 | / | / | 4.7 | -0.4 | -0.4 | / | -2.0
COc1ccc(S(=O)(=O)CCC(=O)N2CCN(c3cccc(Cl)c3)CC2)cc1 | -14.5 | -8.7 | -17.7 | -3.4 | -1.5 | -1.6 | -1.1 | 1.3
Cc1cc(C)n(CC(C)NC(=O)CCc2nnc(CCc3ccccc3)o2)n1 (stereo not drawn) | 3.5 | -0.6 | 15.5 | -1.9 | 75.0 | -0.7 | 3.4 | -1.4
COc1ccc(OC)c(NC(=O)CSc2ncccc2C(=O)O)c1 | 10.5 | -7.1 | 6.7 | / | -2.4 | -3.6 | / | 0.9
COc1ccc(S(=O)(=O)Nc2ccc3c(c2)C(=O)N([C@@H](C)CO)C[C@@H](C)[C@@H](CN(C)S(=O)(=O)c2ccc(F)cc2)OCCCC[C@@H](C)O3)cc1 | 1.0 | 133.5* | -27.7 | / | 1.9 | -6.5[16.7 µM] | -0.7 | 3.2
Cc1ccc(S(=O)(=O)CCC(=O)OC2CC(C)OC2=O)cc1 (stereo not drawn) | -2.4 | -0.2 | -10.0 | 4.9 | -2.0 | -5.7 | -4.4 | -3.1
C[C@@H]1CN([C@@H](C)CO)C(=O)Cc2cc(NC(=O)Nc3ccccc3)ccc2O[C@H]1CN(C)C(=O)Nc1ccccc1 | / | 0.7 | -0.7 | / | 0.3 | -5.1[16.7 µM] | -1.1 | 1.9
COCC#Cc1ccc2c(c1)O[C@@H](CN(C)C(=O)Nc1ccccc1F)[C@@H](C)CN([C@@H](C)CO)S2(=O)=O | -1.9 | 16.7 | 18.5 | / | 2.3 | 14.0[16.7 µM] | 2.3 | 1.3
CC(=O)N(C)C[C@@H]1Oc2cc(-c3ccc(F)cc3)ccc2S(=O)(=O)N([C@H](C)CO)C[C@@H]1C | -5.3 | 3.5 | 20.5 | / | 6.3 | -7.8[16.7 µM] | 1.1 | -0.9
COC(=O)CN(C#N)c1nc(SC)nc(N(C)C)n1 | 11.4 | -9.5 | 22.8 | 2.6 | -0.1 | -0.3 | / | -6.4
CSc1ccc(Cn2c(C)c(C(=O)NCc3cccs3)sc2=O)cc1 | / | -5.6 | -19.6 | -1.0 | 0.3 | / | -3.4 | -3.1
O=C(COC(=O)COc1ccccc1)NCc1ccco1 | 9.0 | -1.2 | 2.2 | -10.1 | -0.3 | 2.2 | 3.7 | -2.6
CSCc1ccc(C(=O)N2CCCC(Nc3ccc(F)cc3)C2)o1 (stereo not drawn) | 2.8 | -13.1 | -12.5 | / | -1.8 | 0.6 | -0.9 | -1.9
C[C@H]1CCCCO[C@H](CN(C)C(=O)Nc2ccc(F)cc2)[C@@H](C)CN([C@@H](C)CO)C(=O)c2cc(NC(=O)Nc3cccc4ccccc34)ccc2O1 | -8.8 | 2.6 | -24.5 | 3.4 | -4.3 | -6.5[16.7 µM] | -1.5 | -0.7
Cc1cccc(Cn2c(N(C)CCO)nc3c2c(=O)[nH]c(=O)n3C)c1 | 1.8 | 2.6 | 7.3 | -10.5 | 4.1 | -4.8 | -3.5 | 3.0
CC(C)NC(=O)c1cc(C2CCCCN2C(=O)OCCF)on1 (stereo not drawn) | / | 9.7 | -7.5 | -5.1 | -1.4 | -5.2 | 2.2 | -4.4
COc1ccc(-c2noc(-c3ccccc3C(=O)NCc3ccco3)n2)cc1OC | -29.4 | 3.2 | -10.5 | -5.2 | -2.8 | 0.7 | / | 4.4
COc1ccc(NC(=O)CCN2CCN(S(=O)(=O)c3ccc(Br)cc3)CC2)cc1 | -1.7 | 13.9 | -15.9 | -6.3 | 4.0 | -6.0 | -2.0 | 0.1
COC(=O)c1nc(-n2nc(C)cc2C)ccc1Cl | 3.9 | 9.7 | 10.0 | -3.5 | 3.1 | 3.1 | / | 2.1
O=C(Nc1nonc1-c1ccc(Cl)cc1)c1ccccc1 | -14.2 | / | 3.5 | 3.6 | / | / | -2.9 | /
Cc1ccc(S(=O)(=O)N(C)C[C@@H]2Oc3ccc(NS(=O)(=O)c4cccs4)cc3C(=O)N([C@@H](C)CO)C[C@@H]2C)cc1 | 13.0 | 13.8 | -4.0 | / | -5.4 | 10.8[16.7 µM] | 0.4 | -1.7

# Part of the list above in another layout.
# Order of results – PGC1a acetyl inh | Statin myotox sup | INS-1E GSIS act | FN deposition inh | Cneo AK release | miR-122 sensor | F508del corr | PglD inh
- COc1ccc(-c2noc(-c3ccccc3C(=O)NCc3ccco3)n2)cc1OC
    -29.4 | 3.2 | -10.5 | -5.2 | -2.8 | 0.7 | / | 4.4
- O=C(Nc1nonc1-c1ccc(Cl)cc1)c1ccccc1
    -14.2 | / | 3.5 | 3.6 | / | / | -2.9 | /
- COC(=O)c1nc(-n2nc(C)cc2C)ccc1Cl
    3.9 | 9.7 | 10.0 | -3.5 | 3.1 | 3.1 | / | 2.1
- Cc1ccc(S(=O)(=O)N(C)C[C@@H]2Oc3ccc(NS(=O)(=O)c4cccs4)cc3C(=O)N([C@@H](C)CO)C[C@@H]2C)cc1
    13.0 | 13.8 | -4.0 | / | -5.4 | 10.8[16.7 µM] | 0.4 | -1.7
- COc1ccc(NC(=O)CCN2CCN(S(=O)(=O)c3ccc(Br)cc3)CC2)cc1
    -1.7 | 13.9 | -15.9 | -6.3 | 4.0 | -6.0 | -2.0 | 0.1
